Runt-CBFb FRET = Runt domain-CBFb interaction inhibition | Q01196+Q13951 | Cerulean-Runt/Venus-CBFb FRET ratio 530/480, 1 h | inhibition, % at 20 µM | 220,000 tested, 0.46% active;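 active = inhibition over about 50% at 20 µM in the single-dose screen, limit read from the data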;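 also: 0% = DMSO wells and 100% = excess unlabeled CBFb competitor control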
Target sequence (Q01196 whole entry, looked up, the tested form may be a part): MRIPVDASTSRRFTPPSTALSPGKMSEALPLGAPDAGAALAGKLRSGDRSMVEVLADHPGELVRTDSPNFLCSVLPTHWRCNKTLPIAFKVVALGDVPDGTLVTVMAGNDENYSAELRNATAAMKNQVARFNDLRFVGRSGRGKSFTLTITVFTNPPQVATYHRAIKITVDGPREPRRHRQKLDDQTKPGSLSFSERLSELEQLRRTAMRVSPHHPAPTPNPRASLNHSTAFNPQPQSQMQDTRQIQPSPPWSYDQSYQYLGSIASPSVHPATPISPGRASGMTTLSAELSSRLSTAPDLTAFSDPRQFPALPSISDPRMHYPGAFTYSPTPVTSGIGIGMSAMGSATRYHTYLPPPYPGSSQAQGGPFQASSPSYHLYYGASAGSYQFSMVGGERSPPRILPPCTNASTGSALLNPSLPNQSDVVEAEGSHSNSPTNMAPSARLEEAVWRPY
Target sequence (Q13951 whole entry, looked up, the tested form may be a part): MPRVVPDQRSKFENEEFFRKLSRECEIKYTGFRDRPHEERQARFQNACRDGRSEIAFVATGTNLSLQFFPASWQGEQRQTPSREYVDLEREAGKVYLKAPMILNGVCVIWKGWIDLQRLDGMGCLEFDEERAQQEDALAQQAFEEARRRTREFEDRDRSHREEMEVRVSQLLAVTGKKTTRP
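Assay system: Cerulean-tagged RUNX1 Runt domain (FRET donor) fusion protein / Amount: 100 nM each of Venus-CBFb and Cerulean-Runt domain / Medium: Tris buffer pH 7.5 with salts and BSA / Also added: Venus-CBFb 100 nM / Schedule: 1 h complex formation plus 1 h compound treatment, room temperature / Signal: FRET fluorescence / Read-out: loss of energy transfer signal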
Runt-SMMHC FRET = blocks binding of human RUNX1 Runt domain to CBFb-SMMHC | Cerulean-Runt/Venus-CBFb-SMMHC FRET ratio 530/480, 1 h | Q01196+Q13951 | 220,000 tested, 0.74% active | inhibition, % at 20 µM;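 active = mean inhibition across duplicate retests at 20 µM reaching about 50%, limit read from the data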;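 also: 0% = DMSO wells and 100% = wells with excess untagged CBFb-SMMHC; inhibitors lower the FRET ratio by blocking Runt binding to CBFb-SMMHC; some results filed as inactive read as strong as hits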
PERK inhibitor = human PERK inhibition, primary cell-based screen; Q9NZJ5; CHO PERK-DD fusion, SEAP luminescence translation reporter; inhibition, % at 5.6 µM; 220,000 tested, 0.17% active; AID 1416;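 active = inhibition above the mean inhibition of all tested compounds plus 3 SD, set separately per screening campaign, cut at about 2.9% in these data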;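 also: PERK kinase domain activated by AP20187 dimerizer at 100 nM; 0% = DMSO with dimerizer and 100% = rapamycin at 8.4 µM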
zVAD death inh = blocks zVAD induced death of L929 cells | 220,000 tested, 0.38% active | L929 zVAD necroptosis rescue, ATP luminescence, 24 h; with zVAD 60 µM | viability rescue, % at 10 µM | AID 1377;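 active = activation, scaled between plate controls, above about 75%, limit read from the data; inactive = activation under that limit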;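 also: 0% = zVAD with DMSO and 100% = DMSO alone without zVAD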
EP2 antag = blocks the human prostaglandin E2 receptor EP2 | P43116 | C6 glioma cells expressing human EP2, cAMP TR-FRET; cells stimulated with saturating PGE2 | inhibition, % at 25 µM | 260,000 tested, 0.52% active | AID 1422;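 active = percent inhibition above 40 after rounding to a whole number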;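 also: rat C6 glioma host cells with rolipram phosphodiesterase inhibitor present; the protocol text gives 20 µM as final concentration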
Hck Nef HTS = human Hck-Nef kinase inhibition; P08631; Recombinant Hck-YEEI plus Nef, Z-Lyte FRET kinase assay; inhibition, % at 20 µM; AID 463187; 220,000 tested, 0.68% active;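 active = Hck-Nef kinase inhibition above about 50%, limit read from the data; inactive = inhibition below that limit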;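 also: 0% = DMSO with Hck plus Nef and 100% = Hck alone without Nef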
EP2 mod = EP2 receptor (human) modulation; 260,000 tested, 0.83% active; P43116; AID 940; EP2-expressing cells, cAMP HTRF FRET, PGE2 co-stimulation; induction, % at 25 µM;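 active = compounds whose cAMP rise, as percent of the full-agonist control response, exceeds 60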;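 also: rat C6 glioma line stably carrying human EP2 under a CMV promoter; the protocol text gives 20 µM as final concentration; 100% = response of wells given 1 µM PGE2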
TNF death inh = TNF-alpha cell death inhibition in Jurkat FADD-/- cells; Jurkat FADD-/- TNF necroptosis rescue, ATP luminescence, 24 h; 0 = TNF only, 100 = no-TNF cells; activation (protection from cell death), % at 10 µM; 220,000 tested, 0.068% active; AID 463075;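 active = activation, meaning protection from cell death, of at least 50% relative to plate controls; inactive = activation below 50%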;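 also: necroptosis triggered by 40 ng/mL TNF-alpha added together with compound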
RBBP9 inh = blocks human serine hydrolase RBBP9 | recombinant RBBP9, FP-Rh probe fluorescence polarization | 220,000 tested, 0.2% active | inhibition, % at 7.94 µM | AID 1515 | O75884;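 active = inhibition above the campaign mean of all tested compounds plus 3 SD, cut at about 14% in these data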;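 also: plate controls were DMSO wells with RBBP9 for no effect and wells lacking RBBP9 protein for full effect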
Target sequence (O75884 whole entry, looked up): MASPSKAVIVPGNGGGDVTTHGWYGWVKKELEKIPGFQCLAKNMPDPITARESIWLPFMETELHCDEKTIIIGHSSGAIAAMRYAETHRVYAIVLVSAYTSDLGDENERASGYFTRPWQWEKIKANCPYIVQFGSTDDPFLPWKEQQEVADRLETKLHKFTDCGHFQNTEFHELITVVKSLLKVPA
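system = RBBP9 protein | input = RBBP9 at 2.5 µM in dispensed solution, before mixing | measured by = fluorescence polarization (mP), excitation 525 nm, emission 598 nm | incubation = enzyme-compound preincubation 30 min, then probe labeling 45 min, 25 °C | buffer or medium = Tris-NaCl-Pluronic buffer, pH 8.0 | compound = single dose 7.94 µM | also added = FP-Rh probe, 375 nM dispensing solution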
* marks the source's active call; other numbers are inactive results; & = joins results of further samples.

Screening CCC(CC)C(=O)NCCc1cc2c(OC)ccc(OC)c2[nH]c1=O returned Runt-CBFb FRET -1, Runt-SMMHC FRET 0, PERK inhibitor -0.4, zVAD death inh 0.1, EP2 antag 23, Hck Nef HTS 1, EP2 mod -62, TNF death inh 2.6 and RBBP9 inh -10.
Screening COc1ccc(CCNC2CCN(C)CC2)cc1OC returned Runt-CBFb FRET 1, Runt-SMMHC FRET 5, PERK inhibitor -0.9, zVAD death inh -0.5, EP2 antag 6, Hck Nef HTS -1, EP2 mod -9, TNF death inh -2.8 and RBBP9 inh -5.
Screening Cc1ccc(C2=NC3(CCCC3)NC2=S)cc1 returned Runt-CBFb FRET 0, Runt-SMMHC FRET -1, PERK inhibitor 2.1, zVAD death inh 0.6, EP2 antag 10, Hck Nef HTS -5, EP2 mod 15, TNF death inh -0.4 and RBBP9 inh -7.
For CC1CCCN(C(c2cccs2)c2nnnn2Cc2ccccc2)C1 (stereo not given) the results were Runt-CBFb FRET -2, Runt-SMMHC FRET -4, PERK inhibitor -0.3, zVAD death inh -0.2, EP2 antag 2, Hck Nef HTS -18, EP2 mod 38, TNF death inh -0.2 and RBBP9 inh -9.
`O=C(COc1cnc2ccccc2n1)NCCC1=CCCCC1` gave Runt-CBFb FRET -5, Runt-SMMHC FRET -2, PERK inhibitor 0.3, zVAD death inh -0.4, EP2 antag 9, Hck Nef HTS -1, EP2 mod -6, TNF death inh 0.2 and RBBP9 inh -2.
For COc1cccc(C(=O)c2c[nH]c(C(=O)NCc3cccs3)c2)c1 the results were Runt-CBFb FRET -2, Runt-SMMHC FRET -2, PERK inhibitor -0.6, zVAD death inh 0.6, EP2 antag 13, Hck Nef HTS 0, EP2 mod -42, TNF death inh 0.2 and RBBP9 inh -5.
`CCn1c(O)c(/C=N/n2cnnc2)sc1=S` gave Runt-CBFb FRET 20, Runt-SMMHC FRET 3, PERK inhibitor 0.9, zVAD death inh -0.2, EP2 antag 3, Hck Nef HTS -2, EP2 mod 8, TNF death inh -0.3 and RBBP9 inh -10.
Screening O=C1c2ccccc2NC(c2ccccn2)N1c1ccc(Cl)cc1 (stereo not given) returned Runt-CBFb FRET 0, Runt-SMMHC FRET 4, PERK inhibitor 0.7, zVAD death inh 0.2, EP2 antag 12, Hck Nef HTS 2, EP2 mod 41, TNF death inh -3.4 and RBBP9 inh -1.
For Cc1cc(N/N=C(/CCC(=O)O)C(=O)O)nc2ccccc12 the results were Runt-CBFb FRET 1, Runt-SMMHC FRET 4, PERK inhibitor -0.2, zVAD death inh 0.3, EP2 antag 11, Hck Nef HTS -2, EP2 mod 23, TNF death inh 0.1 and RBBP9 inh -2.
For Cc1ccccc1Nc1c(-c2ccc(N3CCOCC3)cc2)nc2ncccn12 the results were Runt-CBFb FRET -21, Runt-SMMHC FRET -38, PERK inhibitor 0.9, zVAD death inh 6.6, EP2 antag 10, Hck Nef HTS -64, EP2 mod -64, TNF death inh -1.9 and RBBP9 inh -6.
COc1ccc(-n2nc3cc(C)c(NC(=S)NC(=O)c4ccccc4C)cc3n2)cc1 was read as Runt-CBFb FRET 6, Runt-SMMHC FRET 3, PERK inhibitor 1.3, zVAD death inh -0.3, EP2 antag 9, Hck Nef HTS 2, EP2 mod 0, TNF death inh -1.0 and RBBP9 inh -12.
Screening Cc1ccc(NC(=O)CC2SCCNC2=O)cc1Cl (stereo not given) returned Runt-CBFb FRET 0, Runt-SMMHC FRET 4, PERK inhibitor -0.1, zVAD death inh 4.0, EP2 antag 6, Hck Nef HTS 3, EP2 mod -3, TNF death inh 0.3 and RBBP9 inh -6.
CC(=O)c1c(OC(=O)c2ccccc2)c2ccccc2n1C was read as Runt-SMMHC FRET 1, PERK inhibitor 1.0, zVAD death inh -0.1, EP2 antag 8&2, Hck Nef HTS 2, EP2 mod 58&54, TNF death inh -6.9 and RBBP9 inh 3.
`CCOC(=O)c1sc(NC(=O)c2ccccc2F)c(C(N)=O)c1C` gave Runt-CBFb FRET -3, Runt-SMMHC FRET -12, PERK inhibitor 0.7, zVAD death inh 1.3, EP2 antag 10, Hck Nef HTS 1, EP2 mod 13, TNF death inh 1.8 and RBBP9 inh -4.
COc1ccc(NC(=O)CC2C(=O)N(CCc3ccccc3)C(=S)N2Cc2cccnc2)cc1 (stereo not given) was read as Runt-CBFb FRET -3, Runt-SMMHC FRET -1, PERK inhibitor -0.5, zVAD death inh -0.3, EP2 antag 9, Hck Nef HTS -1, EP2 mod 0, TNF death inh -6.4 and RBBP9 inh -7.
Screening COc1ccccc1S(=O)(=O)Cc1ccc(C(=O)N2CCOCC2)o1 returned Runt-SMMHC FRET 1, PERK inhibitor 1.4, zVAD death inh 1.1, EP2 antag 13, Hck Nef HTS 22, EP2 mod 38, TNF death inh 0.4 and RBBP9 inh -6.
CC1(C)C=Cc2c(c3c(c4c(=O)c(-c5ccc(O)cc5)coc24)OC(C)(C)CC3)O1 was read as Runt-CBFb FRET 2, Runt-SMMHC FRET 5, PERK inhibitor 0.0, zVAD death inh 30, EP2 antag 13, Hck Nef HTS 19, EP2 mod 60, TNF death inh -1.3 and RBBP9 inh -9.
`CCC(CC)c1nc(NCCC(=O)O)c2ccccc2n1` gave Runt-CBFb FRET 0, Runt-SMMHC FRET 4, PERK inhibitor 3.1*, zVAD death inh -0.4, EP2 antag 6, Hck Nef HTS -1, EP2 mod 13, TNF death inh -2.8 and RBBP9 inh 1.
`COc1ccc(NC(=O)CSc2nnc(-c3ccoc3C)n2CCc2ccccc2)cc1` gave Runt-CBFb FRET 2, Runt-SMMHC FRET 3, PERK inhibitor -0.9, zVAD death inh -0.6, EP2 antag 16, Hck Nef HTS 0, EP2 mod -12, TNF death inh 1.7 and RBBP9 inh -1.
For COc1ccc(CCn2c(NN=C(C)C)nc3c2c(=O)[nH]c(=O)n3C)cc1 the results were Runt-CBFb FRET 3, Runt-SMMHC FRET -2, PERK inhibitor 0.7, zVAD death inh 1.5, EP2 antag 6, Hck Nef HTS 9, EP2 mod 6, TNF death inh -8.9 and RBBP9 inh -2.
FC(F)(F)c1cccc(Cn2cnc(NC(=S)NCCc3ccccc3)n2)c1 was read as Runt-CBFb FRET -1, Runt-SMMHC FRET 2, PERK inhibitor 0.8, zVAD death inh 0.9, EP2 antag 6, Hck Nef HTS 4, EP2 mod 32, TNF death inh -2.3 and RBBP9 inh 4.
O=c1[nH]c(CSc2ccccn2)nc2ccccc12 was read as Runt-CBFb FRET 1, Runt-SMMHC FRET -1, PERK inhibitor 0.7, zVAD death inh 1.8, EP2 antag 16, Hck Nef HTS 18, EP2 mod 17, TNF death inh 1.4 and RBBP9 inh -5.
For COc1cccc(CNC(=O)Cc2c(C(=O)O)[nH]c3ccccc23)c1 the results were Runt-CBFb FRET 1, Runt-SMMHC FRET 2, PERK inhibitor 0.6, zVAD death inh 0.0, EP2 antag 6, Hck Nef HTS 2, EP2 mod 10, TNF death inh 2.3 and RBBP9 inh 8.
Screening COc1ccnc(-n2cccc2C=O)c1C#N returned Runt-CBFb FRET 1, Runt-SMMHC FRET -1, PERK inhibitor 1.0, zVAD death inh 2.3, EP2 antag 3, Hck Nef HTS 25, EP2 mod 22, TNF death inh 0.2 and RBBP9 inh -8.
`Cc1nn(C)c(C)c1CN(C)C(=O)c1cc2nc(-c3ccco3)cc(C(F)(F)F)n2n1` gave Runt-CBFb FRET -3, Runt-SMMHC FRET 2, PERK inhibitor -0.7, zVAD death inh 0.0, EP2 antag 20, Hck Nef HTS 17, EP2 mod 5, TNF death inh -3.7 and RBBP9 inh -4.
`Cc1cc(Cl)ccc1OCC(=O)N/N=C1\CCCc2ccccc21` gave Runt-CBFb FRET 0, Runt-SMMHC FRET -4, PERK inhibitor 0.3, zVAD death inh -0.1, EP2 antag 3, Hck Nef HTS -3, EP2 mod -9, TNF death inh -1.5 and RBBP9 inh -13.
For COc1ccc(Cl)cc1C(=O)NNC(=O)c1cccc(S(=O)(=O)N(C)C)c1 the results were Runt-CBFb FRET 1, Runt-SMMHC FRET 0, PERK inhibitor 0.3, zVAD death inh 1.3, EP2 antag 6, Hck Nef HTS 3, EP2 mod 19, TNF death inh -1.4 and RBBP9 inh 1.
For N#Cc1ccccc1NC(=O)CSc1ccc([N+](=O)[O-])cn1 the results were Runt-CBFb FRET 2, Runt-SMMHC FRET -6, PERK inhibitor 1.1, zVAD death inh 2.9, EP2 antag 14, Hck Nef HTS -10, EP2 mod 14, TNF death inh 0.6 and RBBP9 inh -1.
For O=C(COc1ccccc1)N1CCN(c2ncnc3c2cnn3-c2ccccc2)CC1 the results were Runt-CBFb FRET -2, Runt-SMMHC FRET -3, PERK inhibitor -0.5, zVAD death inh -0.4, EP2 antag 19, Hck Nef HTS 0, EP2 mod -6, TNF death inh 2.6 and RBBP9 inh -2.
`Cc1ccc(S(=O)(=O)N2CCC(C(=O)NNC(=O)c3ccccc3)CC2)cc1` gave Runt-CBFb FRET 1, Runt-SMMHC FRET -2, PERK inhibitor 0.2, zVAD death inh 1.8, EP2 antag 3, Hck Nef HTS 17, EP2 mod 22, TNF death inh -0.1 and RBBP9 inh -12.
For Cc1c(NC(=O)C(C)Sc2nc3ccccc3c(=O)n2CCO)c(=O)n(-c2ccccc2)n1C (stereo not given) the results were Runt-CBFb FRET 0, Runt-SMMHC FRET 3, PERK inhibitor 1.0, zVAD death inh -0.3, EP2 antag 4, Hck Nef HTS 2, EP2 mod -3, TNF death inh -3.0 and RBBP9 inh -9.
For COc1ccc(C(=O)N2CCN(c3c(C)cccc3C)CC2)cc1OC the results were Runt-CBFb FRET 1, Runt-SMMHC FRET -2, PERK inhibitor -1.7, zVAD death inh 1.1, EP2 antag 8, Hck Nef HTS 0, EP2 mod 40, TNF death inh -0.6 and RBBP9 inh 1.
For Cc1cccc(Nc2nnc(SCC(=O)N(C)C3CCS(=O)(=O)C3)s2)c1C (stereo not given) the results were Runt-CBFb FRET 2, Runt-SMMHC FRET -2, PERK inhibitor -0.4, zVAD death inh -0.6, EP2 antag 9, Hck Nef HTS -37, EP2 mod 17, TNF death inh -1.3 and RBBP9 inh -13.
For NC(=O)C(=O)N/N=C1\CCc2ccccc21 the results were Runt-CBFb FRET 0, Runt-SMMHC FRET 16, PERK inhibitor 1.2, zVAD death inh 3.4, EP2 antag 8, Hck Nef HTS 24, EP2 mod 39, TNF death inh -0.1 and RBBP9 inh -1.

An excerpt; rates above refer to the full screens.
